From PubChem
GAA glycogen – qHTS Assay for Inhibitors and Activators of Human alpha-Glucosidase Cleavage of Glycogen | Potency, µM (doses to about 76.4 µM), for inactives: top-dose activity change, negative = inhibition, hits mostly inhibitors | Lysosomal alpha-glucosidase (Homo sapiens), P10253 | 300,000 compounds, 0.38% hits | AID 2100, 2009 | recombinant GAA, glycogen substrate, Amplex Red glucose oxidase fluorescence; active = well fitted inhibition curve with a large enough effect; inconclusive = small, poorly fitted or top-dose-only effect, or another doubt; inactive = no such curve, though single readings can be large or run the other way;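 note: 0% = full enzyme reaction and -100% = no-enzyme basal signal; the screen sought inhibitors and activators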
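Recombinant enzyme (4 nM final) with compounds titrated up to 77 uM and bovine liver glycogen (30 ug) in citrate pH 5.0, 0.01% Tween-20, 37 C 40 min. Released glucose detected by Amplex Red/glucose oxidase (Ex 573/Em 610); AC50 from Hill fits.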
* = called active by the depositor; u = inconclusive; & = joins results of further samples; [ ] = another dose, or the depositor's remark. Potency is the fitted concentration of half-maximal effect.

Sample of the layout:
SMILES	GAA glycogen
CCc1nnc(NC(=O)c2ncc(Cl)c(Cl)c2Cl)s1	-7%[76.3 µM]
CCN1C(=NCc2ccco2)N[C@@H](c2cccc(F)c2)C(C(=O)OC)=C1C	-16%[76.3 µM]
CCOc1ccc(/C(O)=C2/C(=O)C(=O)N(CCCN3CCOCC3)C2c2ccc(F)cc2)cc1C (stereo not given)	0%
Cc1ccc(CC(=O)Nc2ccc(C(=O)N3CCOCC3)cc2)cc1	-3%[76.3 µM]
COc1ccc(CNc2nc(-c3ccccc3)nc3ccccc23)cc1OC	2%
Oc1c(Cl)cc(Cl)cc1CNc1nc2ccccc2[nH]1	-16%[76.3 µM]

Results (from the top)
SMILES	GAA glycogen
CCc1nnc(NC(=O)c2ncc(Cl)c(Cl)c2Cl)s1	-7%[76.3 µM]
CCN1C(=NCc2ccco2)N[C@@H](c2cccc(F)c2)C(C(=O)OC)=C1C	-16%[76.3 µM]
CCOc1ccc(/C(O)=C2/C(=O)C(=O)N(CCCN3CCOCC3)C2c2ccc(F)cc2)cc1C (stereo not given)	0%
Cc1ccc(CC(=O)Nc2ccc(C(=O)N3CCOCC3)cc2)cc1	-3%[76.3 µM]
COc1ccc(CNc2nc(-c3ccccc3)nc3ccccc23)cc1OC	2%
Oc1c(Cl)cc(Cl)cc1CNc1nc2ccccc2[nH]1	-16%[76.3 µM]
COc1cccc(CC(=O)NNC(=O)c2ccc3c(c2)OCO3)c1	2%[76.3 µM]
CC(C)CCCN1CCN=C1Nc1ccccc1	2%[76.3 µM]
Cc1ccc2c(c1)N(CC(=O)NCCCN1CCCCC1)C(=O)CO2	1%
COc1cccc(CNC(=O)Cc2ccc(-c3ccccc3)cc2)c1	-1%[76.3 µM]
CCc1nn(-c2ccccc2)c2nc(-c3cccc(OC)c3)c3cc(OC)c(OC)cc3c12	8%[76.3 µM]
Cc1ccc(/C=N/NC(=O)c2ccc(NC(=O)c3ccc(Cl)cc3)cc2)o1	4%[76.3 µM]
O=C(Nc1cccc(-c2nc3cccnc3s2)c1)c1cccc(Br)c1	14%[76.3 µM]
Cc1nc(C)c(C(=O)N2CCCC(C(=O)c3cc(F)ccc3F)C2)s1 (stereo not given)	-1%[76.3 µM]
COc1ccc(-c2nnc(SCC(=O)N(C)C3CCCCC3)o2)cc1OC	u
CCC(=O)Nc1ccccc1-c1nc2ccccc2n(Cc2cccc(Br)c2)c1=O	12%[76.3 µM]
Cc1ccc(OCC(=O)NC(C)c2ccccc2)cc1C (stereo not given)	8%[76.3 µM]
O=C(CCCn1c2ccccc2c(=O)c2ccccc21)Nc1cccc(Cl)c1	-7%[76.3 µM]
O=C1OC(N2C(=O)CC[C@H]2C(=O)Nc2ccc(Br)cc2F)c2ccccc21 (stereo not given in full)	7%[76.3 µM]
O=C(Nc1ccc(Cl)c(Cl)c1)Nc1ccon1	2%[76.3 µM]
CCOc1ccc(NC(=O)CSc2nncc(=O)n2N)cc1	-9%[76.3 µM]
OC1(c2cccc(C(F)(F)F)c2)CCN(CCN2CCCCC2)CC1	-4%[76.3 µM]
O=C(N/N=C/c1cccnc1)c1ccccc1Br	5%[76.3 µM]
CC(C)Sc1ncc(Cl)c(C(=O)Nc2ccc(S(=O)(=O)N(C)c3ccccc3)cc2)n1	14%[76.3 µM]
COc1cccc(N2CCN(C(=O)c3ccc(CS(=O)c4cccc(Cl)c4)o3)CC2)c1 (stereo not given)	5%[76.3 µM]
More compounds.
SMILES	GAA glycogen
COC(=O)CSc1nc2sc3c(c2c(=O)n1Cc1ccccc1)CCC(C(C)(C)C)C3 (stereo not given)	17%[76.3 µM]
CCOc1ccccc1NC(=O)N1CCc2cc(S(=O)(=O)N3CCC(C)CC3)ccc21	7%[76.3 µM]
S=C(Nc1ccc2c(c1)OCCO2)Nc1ccccc1Cl	-21%[76.3 µM]
CC(=O)c1cccc(CN2CCC(n3nccc3NC(=O)CCCc3ccccc3)CC2)c1	1%[76.3 µM]
O=C(Cc1ccc(Cl)cc1Cl)Nc1ccncc1	-2%[76.3 µM]
Oc1c(Br)cccc1/C=N/c1ncn[nH]1	2%
CCCCN(C)CCCNC(=O)C1(O)c2ccccc2NC(=O)N1c1ccc(Cl)cc1 (stereo not given)	3%
COc1cc(/C=C2/C(=O)NN(c3ccc(Cl)c(Cl)c3)C2=O)cc([N+](=O)[O-])c1O	u
CCOC(=O)N1CCN(C(=O)CCS(=O)(=O)c2cc3c(cc2Cl)NC(=O)CO3)CC1	16%[76.3 µM]
O=C(c1ccc(S(=O)(=O)N2CCCC2)cc1)N1CCN(c2ccccc2)CC1	-1%
COC(=O)c1ccc(NC(=O)NC(C)c2c(-n3cccc3)sc(C)c2C)cc1 (stereo not given)	-12%[76.3 µM]
CCCCn1c(=O)c2oc3ccccc3c2n(Cc2cccc(F)c2)c1=O	-10%[76.3 µM]
CN1C(=O)/C(=C\c2ccccc2F)Sc2ccc(C(=O)NC3CCN(Cc4ccccc4)CC3)cc21	-7%[76.3 µM]
COc1ccccc1NC(=O)CSc1nncn1-c1ccccc1	-4%[76.3 µM]
O=C(NCc1n[nH]c(=S)n1-c1ccc(F)cc1)c1ccc(S(=O)(=O)N2CCCCC2)cc1	-4%
CCOc1ccc(CNC(=O)Cn2nc(C)n3cccc3c2=O)cc1	1%[76.3 µM]
COc1ccc(C(=O)Nc2ccc(C(=O)N3CCCCC3)cc2)cc1OC	1%
Cc1c(Cl)cccc1NC(=O)C(C)N(c1ccccc1)S(C)(=O)=O (stereo not given)	-2%[76.3 µM]
CCn1c(C(=O)O)c(S(=O)(=O)c2ccc(Cl)cc2)c2ccccc21	0%
Cc1ccc(NC(=O)CCc2c(C)nc3c(-c4ccc(F)cc4)c(C)nn3c2C)cc1F	14%[76.3 µM]
O=C(CCCCCn1c(=O)c2sccc2n(Cc2ccccc2Cl)c1=O)NCc1ccc2c(c1)OCO2	11%[76.3 µM]
Cc1ccc2c(CN3CCC(C(N)=O)CC3)cc(=O)oc2c1C	3%[76.3 µM]
Cc1ccsc1C(=O)NCCc1c[nH]c2ccccc12	1%[76.3 µM]
Cc1cc(C)cc(NC(=O)CCC(=O)N2CCSc3ccccc32)c1	7%&17%[76.3 µM]
CC(=O)C1=C(O)C(=O)N(Cc2ccccc2)C1c1ccc([N+](=O)[O-])cc1 (stereo not given)	1%
(more compounds)
SMILES	GAA glycogen
O=S(=O)(Nc1ccc(Br)cc1)c1cccc2nonc12	-9%[76.3 µM]
COc1ccc(Cl)cc1NC(=O)Nc1ccc(C(=O)N2CCCC2)cc1	-2%[76.3 µM]
CN(C)S(=O)(=O)c1cccc(NC(=O)CC23CC4CC(CC(C4)C2)C3)c1	-2%[76.3 µM]
Cc1oc2ccc(O)c(CN3CCCCC3)c2c1C(=O)Nc1cccc(C(F)(F)F)c1	7%[76.3 µM]
CCc1ccc(C(=O)c2cn(CC(=O)Nc3ccc(OC)cc3)c3cc4c(cc3c2=O)OCCO4)cc1	-12%[76.3 µM]
COc1cccc(C(=O)O/N=C(\N)c2ccccn2)c1OC	5%
CCCS(=O)(=O)c1c(Nc2ccccc2C)sc(C(=O)c2ccccc2)c1N	-10%[76.3 µM]
COc1ccc(OCCN(C)Cc2c(O)ccc3ccccc23)cc1	-9%
CC(=O)N1CCN(c2ccc(NC(=O)c3ccc(C)c([N+](=O)[O-])c3)cc2)CC1	-13%[76.3 µM]
Cc1ccc2c(c1)C(c1ccccc1)N(C(=O)Cc1ccc(F)cc1)CC(=O)N2 (stereo not given)	16%[76.3 µM]
CCN(CC)S(=O)(=O)c1ccc(N2CCN(CCOc3ccc(OC)cc3)CC2)nc1	15%
COc1ccc(CN2CCN(CCCc3ccccc3)C(CCO)C2)c(OC)c1 (stereo not given)	10%[76.3 µM]
Cc1c(NC(=O)c2ccc(Br)o2)cccc1-c1nc2ccccc2o1	17%[76.3 µM]
COCCCNC(=O)CCn1c(=O)c2ccccc2n(CC(=O)Nc2cc(Cl)ccc2OC)c1=O	-15%[76.3 µM]
Cc1ccc(NC(=O)Cn2c(=O)n(CCCCC(=O)NCCc3ccccc3)c(=O)c3ccccc32)cc1	4%[76.3 µM]
Cc1ccc(OC(=O)CSc2nnc(-c3ccc4c(c3)OCO4)o2)c(C)c1	11%[76.3 µM]
CCOC(=O)C1CCN(S(=O)(=O)c2c(C)[nH]c(C)c2C(=O)N2CCCCC2)CC1	-3%[76.3 µM]
O=C1NC2c3ccccc3CC2O1 (stereo not given)	-7%[76.3 µM]
Cc1ccccc1OCC(=O)N(Cc1ccc(C(C)C)cc1)C1CCS(=O)(=O)C1 (stereo not given)	-1%[76.3 µM]
O=C(CN(Cc1ccccc1F)C(=O)c1csnn1)NC1CCCCC1	-6%[76.3 µM]
CC(=O)c1cc(C(=O)Nc2ccc3ccccc3c2)c(C)o1	4%[76.3 µM]
CCN(C(=O)c1cc2c(=O)oc3ccc(C)cc3c2s1)c1ccccc1F	15%[76.3 µM]
COc1cccc(C(=O)NCC(C)(C)SCc2ccc(F)cc2)c1	-5%
O=C(NC1CCN(S(=O)(=O)c2ccccc2C(F)(F)F)CC1)c1ccco1	0%
O=C(c1ccccc1F)n1c2c(c3ccccc31)CCCC2	-2%
Continued:
SMILES	GAA glycogen
Cc1cccc(Cn2c(SCc3ccc(C(=O)NC4CCCC4)cc3)nc3ccncc32)c1	10%[76.3 µM]
CCOc1ccc(N(C)S(=O)(=O)c2cc(-c3cc(C)no3)ccc2C)cc1	1%[76.3 µM]
C[n+]1ccn(CC(=O)c2cc(C(C)(C)C)c(O)c(C(C)(C)C)c2)c1	11%[76.3 µM]
Cc1ccc(NC(=O)NCCN2CCCCC2)cc1Cl	3%[76.3 µM]
COc1ccc(Br)cc1C1Nc2cccc3cccc(c23)N1	-6%[76.3 µM]
Cc1ccc(C2C(N)C(=O)N2c2ccc(C)cc2)cc1 (stereo not given)	-3%
CCN(Cc1nc(-c2ccccc2)no1)C(=O)c1ccoc1C	4%
CCCc1cc(C(=O)Nc2ccc(OC)cc2[N+](=O)[O-])cs1	4%[76.3 µM]
CC1(C(=O)Nc2ncc(Cc3ccc(Br)cc3)s2)Cc2ccccc2C(=O)O1 (stereo not given)	-10%[76.3 µM]
Cc1ccc(C)c(Cn2c(=O)n(Cc3ccccc3)c(=O)c3c(C)c(C)sc32)c1	-4%[76.3 µM]
O=C(CSc1nc2ccccc2c(=O)[nH]1)Nc1ccccc1C(F)(F)F	-17%[76.3 µM]
CC1=C(C(=O)Nc2ccccc2C)C(c2cccs2)n2nc(SCc3ccccc3)nc2N1 (stereo not given)	-2%[76.3 µM]
Cc1c(S(=O)(=O)c2cccc(Cl)c2)nnn1-c1cccc(C(F)(F)F)c1	12%[76.3 µM]
CC(=O)N1CCc2cc(Br)cc(S(=O)(=O)CCC(=O)Nc3ccc(C)cc3Cl)c21	14%[76.3 µM]
Cc1cc(C)c(NC(=O)Cn2nnc(C(=O)NCCc3ccccc3)c2N)c(C)c1	0%[76.3 µM]
COCCCNc1nc2c(-c3cccc(Br)c3)nnn2c2ccccc12	7%[76.3 µM]
Cc1ccc(S(=O)(=O)N2CCOCCOCCOCCOCCOCC2)cc1	-3%[76.3 µM]
CCOC(=O)c1ccc2ncc(C(=O)OCC)c(Nc3ccc(C)c(Br)c3)c2c1	8%[76.3 µM]
CCc1nn(CC(=O)NCCCN2CCN(C)CC2)c(=O)c2cc3occc3n12	-1%&12%[76.3 µM]
CCCCCc1c(C)[nH]c2nc3ccccc3n2c1=O	5%
COc1ccc(CCNC(=O)c2cc3c(=O)n(C)c4ccccc4c3s2)cc1OC	15%[76.3 µM]
COc1ccc(NC(=O)Cn2c(=O)n(-c3cccc(C(F)(F)F)c3)c(=O)c3sccc32)cc1	-5%[76.3 µM]
CCOc1ccc2nc(N3CCC(C(=O)Nc4cc(C)ccc4C)CC3)sc2c1	17%[76.3 µM]
Cc1ccc(OCC(=O)N/N=C/c2cccc3cccnc23)cc1	0%[76.3 µM]
Cc1onc(NC(=O)NC(=O)c2c(Cl)cccc2Cl)c1Br	-4%[76.3 µM]

Among those listed so far, these contain a CF3 group.
SMILES	GAA glycogen
OC1(c2cccc(C(F)(F)F)c2)CCN(CCN2CCCCC2)CC1	-4%[76.3 µM]
Cc1oc2ccc(O)c(CN3CCCCC3)c2c1C(=O)Nc1cccc(C(F)(F)F)c1	7%[76.3 µM]
O=C(NC1CCN(S(=O)(=O)c2ccccc2C(F)(F)F)CC1)c1ccco1	0%
O=C(CSc1nc2ccccc2c(=O)[nH]1)Nc1ccccc1C(F)(F)F	-17%[76.3 µM]
Cc1c(S(=O)(=O)c2cccc(Cl)c2)nnn1-c1cccc(C(F)(F)F)c1	12%[76.3 µM]
COc1ccc(NC(=O)Cn2c(=O)n(-c3cccc(C(F)(F)F)c3)c(=O)c3sccc32)cc1	-5%[76.3 µM]

New compounds follow.
SMILES	GAA glycogen
O=C(Nc1ccncc1Cl)c1ccncc1	-2%[76.3 µM]
CCOc1ccccc1NC(=O)Cn1nnc(C(=O)NCc2ccc(F)cc2)c1N	u
COc1ccc(C(=O)Nc2cc3c(cc2C(=O)c2ccccc2Cl)OCCO3)cc1	-18%[76.3 µM]
COc1ccc(OCC(=O)Nc2ccc3c(c2)nc(CCNC(=O)c2ccco2)n3C)cc1	-14%[76.3 µM]
COc1ccc(C(=O)NC(C)CCCC(C)(C)O)cc1OC1CCN(C(C)=O)CC1 (stereo not given)	-4%[76.3 µM]
Cc1ccc(N2C(=O)C3CCCN3C2=S)cc1 (stereo not given)	-4%
Cc1cccc(/C=N/NC(=O)c2cc(Br)ccc2OCc2ccccc2)n1	-5%
CCC(C)NC(=O)c1cc2c(=O)n(CC)c3ccccc3c2s1 (stereo not given)	1%

Only part of the results is shown, so the mix of outcomes need not match the whole.
